Bioassay records from PubChem.
TcdB GH inh: TcdB glycohydrolase inhibition. P18177. inhibition, % at 9.99 µM. TcdB glycohydrolase enzymatic assay, plate reader. actives 0.24% (n = 350,000); in the data active means inhibition above about 10%
Starred values were filed as active, the others as inactive; & = joins results of further samples. Only part of the results is shown (hit frequency here may not be typical).

SMILES | TcdB GH inh
C[C@@H]1CN([C@@H](C)CO)C(=O)c2cc(NC(=O)Nc3ccc(F)cc3)ccc2O[C@H]1CN(C)Cc1ccc(Cl)c(Cl)c1 | -0.4
O=C(NC1CCCC1)C1C(c2ccc(C(F)(F)F)cc2)=Nc2ccccc2N1C(=O)c1cccc(C(F)(F)F)c1 (configuration not stated) | -0.5
C[C@@H]1CCCCO[C@@H](CN(C)Cc2ccc(C(=O)O)cc2)[C@H](C)CN([C@@H](C)CO)C(=O)c2cc(N(C)C)ccc2O1 | -5.5
CS(=O)(=O)N1CCCCN2[C@@H](CO)[C@H](c3ccc(C#Cc4ccccn4)cc3)[C@@H]2C1 | -0.4
CCCC(=O)Nc1ccc2c(c1)C(=O)N(C)C[C@@H](OC)[C@H](C)CN(CCC)[C@H](C)CO2 | 1.0
CN(C)C(=O)C[C@@H]1C[C@@H]2c3cc(NC(=O)Nc4ccc(C(F)(F)F)cc4)ccc3O[C@@H]2[C@H](CO)O1 | 1.5
CC(C)NC(=O)N(C)C[C@H]1OCCCC[C@H](C)Oc2ccc(NS(=O)(=O)c3cccs3)cc2C(=O)N([C@@H](C)CO)C[C@@H]1C | 1.7
CCC(=O)N[C@@H]1C=C[C@@H](CC(=O)NCCN2CCCCC2)O[C@@H]1CO | -0.6
C[C@@H]1CN([C@H](C)CO)C(=O)c2cc(NC(=O)C3CC3)ccc2O[C@@H]1CN(C)C(=O)NC1CCCCC1 | -0.5
O=C(NCC[C@H]1CC[C@H](NC(=O)c2ccncc2)[C@@H](CO)O1)Nc1ccc(Cl)cc1 | -0.5
CNC[C@H]1Oc2cc(-c3cncnc3)ccc2S(=O)(=O)N([C@@H](C)CO)C[C@H]1C | 0.5
O=C(Nc1cc(F)ccc1F)N1CC(=O)N2[C@H](CO)[C@@H](c3ccc(-c4ccccc4)cc3)[C@@H]2C1 | -18
CCS(=O)(=O)N1CC2(C1)[C@H](c1ccccc1)[C@H](CO)N2C(=O)C1CC1 | 0.6
CN1C(=O)c2cc(NC(=O)CC(F)(F)F)ccc2OC[C@H]2O[C@@H](CC(=O)NC3CCC3)CC[C@@H]21 | -1.6
CCCNC(=O)N(C)C[C@@H]1Oc2ncc(C#CC3CCCCC3)cc2C(=O)N([C@@H](C)CO)C[C@@H]1C | -0.6
COCC#Cc1cnc2c(c1)C(=O)N([C@@H](C)CO)C[C@H](C)[C@@H](CN(C)C(=O)Nc1cccc(F)c1)O2 | 1.3
COCC(=O)N1CC2(C1)[C@H](c1ccc(-c3ccccc3)cc1)[C@@H](CO)N2C(C)=O | 0.3
CO[C@H]1CN(C)C(=O)c2cc(NS(=O)(=O)c3ccccc3)ccc2OC[C@H](C)N(Cc2cccnc2)C[C@H]1C | -1.9
C[C@H]1CN([C@@H](C)CO)C(=O)Cc2cc(NC(=O)Nc3ccc(C(F)(F)F)cc3)ccc2O[C@H]1CN(C)C(=O)NC1CCCCC1 | -1.0
CO[C@H](CN(C)CC1CCOCC1)[C@@H](C)CN(C(=O)Nc1ccc(F)cc1)[C@@H](C)CO | 1.1
CCCC(=O)Nc1ccc2c(c1)C(=O)N(C)C[C@@H](OC)[C@@H](C)CN(C(C)=O)[C@H](C)CO2 | 0.6
C[C@@H]1CCCCO[C@@H](CN(C)S(=O)(=O)c2ccc(F)cc2)[C@@H](C)CN([C@H](C)CO)C(=O)c2cc(NC(=O)CCC(F)(F)F)ccc2O1 | -1.1
COc1ccc(NC(=O)N(C)C[C@@H]2Oc3c(NC(=O)Nc4c(C)noc4C)cccc3C(=O)N([C@H](C)CO)C[C@@H]2C)cc1 | 0.8
Cc1noc(C)c1NC(=O)Nc1ccc2c(c1)C(=O)N([C@H](C)CO)C[C@H](C)[C@@H](CN(C)S(=O)(=O)c1cn(C)cn1)OCCCC[C@@H](C)O2 | 0.2
COc1ccc(NC(=O)N(C)C[C@H]2OCCCC[C@@H](C)Oc3ccc(NC(=O)NC(C)C)cc3C(=O)N([C@H](C)CO)C[C@@H]2C)cc1 | 0.0
Cc1ccc(S(=O)(=O)Nc2ccc3c(c2)CC(=O)N([C@@H](C)CO)C[C@H](C)[C@H](CN(C)Cc2ccccc2)O3)cc1 | 0.6
CN(C)CCCNC(=O)C[C@@H]1CC[C@H]2[C@H](COc3ccc(NC(=O)c4cccc(F)c4)cc3C(=O)N2C)O1 | 0.7
O=C(C[C@H]1C[C@H]2c3cc(NS(=O)(=O)c4ccc(F)cc4)ccc3O[C@H]2[C@@H](CO)O1)NCc1ccc(Oc2ccccc2)cc1 | -1.2
CCC(=O)N[C@@H]1C=C[C@H](CC(=O)NCc2ccccc2F)O[C@@H]1CO | -1.1
COC(=O)C(C(=O)OC)C1CCCCC1NS(=O)(=O)c1ccc(C)cc1 (configuration not stated) | 1.5

Reformatted in CSV form: entries from further up
Molecule,TcdB GH inh
COc1ccc(NC(=O)N(C)C[C@H]2OCCCC[C@@H](C)Oc3ccc(NC(=O)NC(C)C)cc3C(=O)N([C@H](C)CO)C[C@@H]2C)cc1,0.0
Cc1ccc(S(=O)(=O)Nc2ccc3c(c2)CC(=O)N([C@@H](C)CO)C[C@H](C)[C@H](CN(C)Cc2ccccc2)O3)cc1,0.6
CN(C)CCCNC(=O)C[C@@H]1CC[C@H]2[C@H](COc3ccc(NC(=O)c4cccc(F)c4)cc3C(=O)N2C)O1,0.7

The listing continues.
SMILES | TcdB GH inh
COCC(=O)Nc1ccc2c(c1)C(=O)N(C)C[C@H](OC)[C@H](C)CN(C(=O)c1cccnc1)[C@@H](C)CO2 | -0.5
C[C@H](CO)N1C[C@H](C)[C@@H](CN(C)Cc2ccc(C(F)(F)F)cc2)Oc2ccc(NC(=O)Cc3cn(C)c4ccccc34)cc2C1=O | -2.7
C[C@H]1CN([C@@H](C)CO)C(=O)Cc2cc(N(C)C)ccc2O[C@H]1CN(C)Cc1ccccc1 | -5.6
Cc1ccc(S(=O)(=O)Nc2cccc3c2O[C@@H](CN(C)CC2CC2)[C@@H](C)CN([C@@H](C)CO)C3=O)cc1 | 0.5
C[C@H]1CN([C@@H](C)CO)C(=O)Cc2cc(NC(=O)C3CC3)ccc2O[C@H]1CN(C)Cc1ccc2c(c1)OCO2 | -1.3
O=C(N[C@H]1CC[C@H](CCn2cc(-c3ccc(F)cc3)nn2)O[C@@H]1CO)c1cnccn1 | 0.4
CO[C@@H]1CN(C)C(=O)c2ccc(NC(=O)C3CC3)cc2OC[C@@H](C)N(Cc2nccs2)C[C@@H]1C | 1.5
O=C(NC[C@@H]1CC[C@H]2[C@H](CN2Cc2cccc(Cl)c2)O1)C1CC1 | -0.5
COc1ccc(C#Cc2ccc3c(c2)[C@@H]2[C@@H](CCN2C(=O)CN2CCOCC2)[C@H](CO)N3C)cc1 | -3.4
Cc1noc(C)c1S(=O)(=O)Nc1ccc2c(c1)CC(=O)N([C@@H](C)CO)C[C@@H](C)[C@H](CN(C)Cc1ccc(Cl)c(Cl)c1)O2 | -1.1
O=C(NCC[C@H]1CC[C@@H](NC(=O)C2CCOCC2)[C@@H](CO)O1)Nc1ccc(Cl)cc1 | -2.1&1.0
C[C@H](CO)N1C[C@H](C)[C@@H](CN(C)Cc2ccc(Oc3ccccc3)cc2)Oc2ccc(NC(=O)Nc3ccc4c(c3)OCO4)cc2C1=O | -3.7
COc1cccc(NC(=O)Nc2ccc3c(c2)C(=O)N(C)C[C@H](OC)[C@@H](C)CN(C)[C@H](C)CO3)c1 | -0.2
C[C@@H](NC(=O)C[C@@H]1C[C@@H]2c3cc(NC(=O)CN(C)C)ccc3O[C@@H]2[C@H](CO)O1)c1ccccc1 | 0.5
O=C(C[C@@H]1CC[C@@H]2[C@H](COC[C@H](O)CN2S(=O)(=O)c2ccc(Oc3ccccc3)cc2)O1)Nc1ccccc1 | 0.1
C[C@@H]1CN([C@H](C)CO)C(=O)c2cc(NS(=O)(=O)c3ccc(Cl)cc3)ccc2O[C@@H](C)CCCCO[C@@H]1CN(C)S(C)(=O)=O | -0.9
CCCC(=O)Nc1ccc2c(c1)C(=O)N(C)C[C@H](OC)[C@H](C)CN(Cc1ccccc1F)[C@H](C)CO2 | -0.7
C[C@H]1CN([C@@H](C)CO)C(=O)c2cc(-c3cncnc3)cnc2O[C@H]1CN(C)Cc1cncnc1 | 0.1
Cc1cccc(C)c1NC(=O)C(c1ccc(-c2ccccc2)cc1)n1c(=O)c(-c2cc3ccccc3[nH]2)nc2ccccc21 (configuration not stated) | 0.1
C[C@@H]1CCCCO[C@@H](CN(C)Cc2ccncc2)[C@H](C)CN([C@@H](C)CO)C(=O)c2cc(NC(=O)C3CCCCC3)ccc2O1 | -0.1
C[C@H]1CN([C@@H](C)CO)C(=O)Cc2cc(NC(=O)CCC(F)(F)F)ccc2O[C@H]1CN(C)Cc1ccc(C(=O)O)cc1 | 0.8
C/C=C/c1ccc([C@@H]2[C@@H](CN(CC)C(=O)CN(C)C)N(C(C)=O)[C@H]2CO)cc1 | -0.4
C[C@@H]1CN([C@H](C)CO)C(=O)c2cc(C3=CCCCC3)cnc2O[C@H]1CN(C)C(=O)c1ccncc1 | -0.3
COc1cccc(S(=O)(=O)N[C@@H]2CC[C@@H](CC(=O)NCc3ccc(F)cc3)O[C@@H]2CO)c1 | 0.9
C[C@@H]1CN([C@@H](C)CO)C(=O)c2cc(NC(=O)CCCN(C)C)ccc2O[C@@H](C)CCCCO[C@@H]1CN(C)C(=O)Cc1ccccc1 | -0.5
COc1ccccc1NC(=O)N[C@H]1CC[C@H](CCn2cc(-c3ccccc3OC)nn2)O[C@@H]1CO | -0.3
C/C=C/c1ccc([C@H]2[C@H](CO)N(C(=O)CN(C)C)C23CN(C(=O)C2CCOCC2)C3)cc1 | 1.5
C[C@@H]1CN([C@@H](C)CO)C(=O)c2cc(NC(=O)Cc3ccccc3)ccc2O[C@@H](C)CCCCO[C@@H]1CN(C)C(=O)Nc1ccc2c(c1)OCO2 | 0.8
CCCC(=O)N1C[C@@H]2[C@H](c3ccccc31)[C@H](CO)N2C(=O)CC1CC1 | -1.0
O=C(N[C@H]1C=C[C@H](CC(=O)N2CCCCC2)O[C@@H]1CO)c1ccccn1 | -0.9
CN(C)CC(=O)Nc1ccc2c(c1)[C@H]1C[C@@H](CC(=O)NCc3cc(F)ccc3F)O[C@H](CO)[C@H]1O2 | -0.5
C[C@H]1CN([C@@H](C)CO)C(=O)c2cc(NC(=O)Cn3cnnn3)ccc2O[C@@H]1CN(C)C(=O)Nc1ccccc1 | 0.4
C[C@H]1CN([C@@H](C)CO)C(=O)c2cc(NS(=O)(=O)c3cn(C)cn3)ccc2O[C@H]1CN(C)S(=O)(=O)c1ccc(Cl)cc1 | 0.4
C/C=C/c1ccc2c(c1)O[C@@H](CN(C)C(=O)Cc1ccccn1)[C@@H](C)CN([C@H](C)CO)S2(=O)=O | -1.1
CCNC(=O)C[C@@H]1CC[C@H]2[C@H](COc3ccc(NC(=O)c4ccc(C(F)(F)F)cc4)cc3C(=O)N2C)O1 | 0.2
O=C(Nc1ccccc1F)N1CC(=O)N2[C@H](CO)[C@H](c3ccc(C#Cc4ccc(F)cc4)cc3)[C@@H]2C1 | 0.5
COc1ccccc1-c1ccc2c(c1)O[C@@H](CN(C)C(C)=O)[C@@H](C)CN([C@@H](C)CO)S2(=O)=O | -0.6
O=C1CN(S(=O)(=O)Cc2ccccc2)C[C@@H]2[C@H](c3ccc(C#CC4CC4)cc3)[C@H](CO)N12 | 0.6
C[C@@H]1CN([C@H](C)CO)C(=O)c2cc(N(C)C)ccc2O[C@@H]1CN(C)C(=O)Nc1ccccc1 | -8.5
C[C@H]1CN([C@@H](C)CO)C(=O)c2cc(NC(=O)Nc3ccc4c(c3)OCO4)ccc2O[C@H]1CN(C)Cc1ccc2c(c1)OCO2 | 1.0
CO[C@@H]1CN(C)C(=O)c2cc(NC(=O)C3CCC3)ccc2OC[C@H](C)N(Cc2cccnc2)C[C@H]1C | 1.1
CCCCCNC(=O)C(CCc1ccccc1)n1c(=O)c(-c2ccccc2)nc2ccccc21 (configuration not stated) | 0.8
COC(=O)C1=C(C)N(Cc2ccccc2C(F)(F)F)C(=NCc2ccccc2C(F)(F)F)NC1c1cccc(C(F)(F)F)c1 (configuration not stated) | -1.6
O=C(NCC[C@@H]1CC[C@H](NC(=O)C2CC2)[C@@H](CO)O1)Nc1ccc(C(F)(F)F)cc1 | 1.1
C[C@H](O)C#Cc1cnc2c(c1)C(=O)N([C@@H](C)CO)C[C@@H](C)[C@@H](CN(C)C(=O)Cc1ccncc1)O2 | -9.2

Random excerpt: five compounds from above.
SMILES | TcdB GH inh
C[C@@H]1CN([C@H](C)CO)C(=O)c2cc(N(C)C)ccc2O[C@@H]1CN(C)C(=O)Nc1ccccc1 | -8.5
CO[C@@H]1CN(C)C(=O)c2cc(NC(=O)C3CCC3)ccc2OC[C@H](C)N(Cc2cccnc2)C[C@H]1C | 1.1
O=C(NCC[C@@H]1CC[C@H](NC(=O)C2CC2)[C@@H](CO)O1)Nc1ccc(C(F)(F)F)cc1 | 1.1
O=C(Nc1ccccc1F)N1CC(=O)N2[C@H](CO)[C@H](c3ccc(C#Cc4ccc(F)cc4)cc3)[C@@H]2C1 | 0.5
C[C@H]1CN([C@@H](C)CO)C(=O)c2cc(NS(=O)(=O)c3cn(C)cn3)ccc2O[C@H]1CN(C)S(=O)(=O)c1ccc(Cl)cc1 | 0.4

(continued)
SMILES | TcdB GH inh
Cc1noc(C)c1S(=O)(=O)N(C)C[C@@H]1Oc2ccc(NC(=O)CCN3CCOCC3)cc2CC(=O)N([C@@H](C)CO)C[C@@H]1C | 1.0
C[C@H](CO)N1C[C@H](C)[C@@H](CN(C)C(=O)c2ccccc2)Oc2cc(C#CC3(O)CCCC3)ccc2S1(=O)=O | 0.3
Cc1noc(C)c1NC(=O)N(C)C[C@@H]1Oc2c(NS(=O)(=O)c3cn(C)cn3)cccc2C(=O)N([C@H](C)CO)C[C@@H]1C | -0.9
CC=Cc1ccc2n(c1=O)C[C@H]1[C@H](CO)[C@@H](C(=O)OC)[C@@H]2N1CC1CCOCC1 (mixture of isomers) | -0.2
O=C(Cc1ccccc1)N1CC(=O)N2[C@H](CO)[C@H](c3ccc(C#Cc4ccccc4)cc3)[C@H]2C1 | -3.3
